From PubChem BioAssay
FXN GAA850 act – frataxin GAA850 promoter activation; HEK293 lucGAA850 FXN promoter luciferase reporter, 24 h; percent of 10 µM SAHA response; activation, % at 6 µM; 0.56% of 360,000 active;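 active means activation above the average of all compounds screened plus 3 SD, cutoff fixed separately per campaign, cut at about 7.5% in these data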;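 further: 0% = DMSO wells and 100% = 10 µM SAHA wells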
PLC-gamma1 inh – PLC-gamma1 (human) inhibition, primary screen. P19174. purified PLC-gamma1, fluorogenic substrate, fluorescence. inhibition, % at 12.2 µM. 0.84% of 370,000 active; in the data active means inhibition above about 9.5%
Target sequence (P19174 whole entry, looked up): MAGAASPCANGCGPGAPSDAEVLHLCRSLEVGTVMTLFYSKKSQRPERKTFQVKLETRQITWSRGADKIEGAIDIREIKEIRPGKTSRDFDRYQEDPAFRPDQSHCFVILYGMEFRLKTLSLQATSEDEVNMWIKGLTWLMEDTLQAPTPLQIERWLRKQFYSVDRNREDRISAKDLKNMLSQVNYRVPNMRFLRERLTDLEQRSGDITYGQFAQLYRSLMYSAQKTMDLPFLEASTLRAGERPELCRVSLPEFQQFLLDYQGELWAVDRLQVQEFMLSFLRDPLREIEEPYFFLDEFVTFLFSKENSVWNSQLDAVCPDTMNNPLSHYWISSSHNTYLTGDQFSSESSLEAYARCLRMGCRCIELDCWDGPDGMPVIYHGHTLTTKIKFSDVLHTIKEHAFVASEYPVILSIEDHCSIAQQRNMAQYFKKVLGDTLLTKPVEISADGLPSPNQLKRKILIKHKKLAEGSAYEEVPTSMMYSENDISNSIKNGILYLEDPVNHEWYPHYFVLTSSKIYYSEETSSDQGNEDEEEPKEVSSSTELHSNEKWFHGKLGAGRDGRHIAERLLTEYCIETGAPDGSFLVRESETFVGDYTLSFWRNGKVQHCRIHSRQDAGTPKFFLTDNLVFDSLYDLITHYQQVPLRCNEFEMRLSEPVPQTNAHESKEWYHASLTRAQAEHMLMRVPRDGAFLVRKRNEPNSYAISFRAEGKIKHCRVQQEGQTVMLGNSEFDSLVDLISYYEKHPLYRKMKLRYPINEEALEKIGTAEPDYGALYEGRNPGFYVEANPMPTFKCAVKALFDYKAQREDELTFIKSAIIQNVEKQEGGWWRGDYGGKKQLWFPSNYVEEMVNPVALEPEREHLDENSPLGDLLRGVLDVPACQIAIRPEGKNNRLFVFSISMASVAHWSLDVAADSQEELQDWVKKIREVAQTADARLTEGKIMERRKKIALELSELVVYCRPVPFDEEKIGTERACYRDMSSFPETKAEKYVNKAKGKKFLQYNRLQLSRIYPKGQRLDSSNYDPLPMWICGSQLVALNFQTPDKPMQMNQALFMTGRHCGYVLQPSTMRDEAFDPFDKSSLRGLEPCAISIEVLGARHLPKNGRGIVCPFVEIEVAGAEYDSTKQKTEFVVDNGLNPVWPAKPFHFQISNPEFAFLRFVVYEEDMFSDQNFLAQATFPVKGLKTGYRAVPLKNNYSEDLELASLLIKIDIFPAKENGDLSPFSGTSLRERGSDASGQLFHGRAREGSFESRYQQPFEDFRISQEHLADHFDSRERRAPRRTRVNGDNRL
PLCb3 inh – inhibitors of human phospholipase C beta3 | Q01970 | 0.18% of 370,000 active | inhibition, % at 12.2 µM | AID 720704 | Purified PLC-beta3, fluorogenic substrate, fluorescence; in the data active means inhibition above about 11%;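 further: 0% = median of compound wells on plate and 100% = full blocker control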
hgDAF12 agonist – hgDAF-12 agonism, primary luciferase screen | HEK293 GAL4-hgDAF12 UAS-luciferase reporter, agonist luminescence; normalized to butyrate control | activation, % at 6.8 µM | 1.8% of 370,000 active | AID 687014;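 active means activation above a cutoff set at the mean of all screened compounds plus 3 SD, cut at about 10% in these data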;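 further: 0% = DMSO wells and 100% = sodium butyrate wells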
ssDAF12 agonist – activates DAF-12 receptor from parasite S. stercoralis | HEK293 ssDAF-12/GRIP1 lit1-tk-luc reporter, luminescence; % of 3 µM dafachronic acid response | activation, % at 6.8 µM | 1% of 370,000 active | AID 652126;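 active means activation above the mean over all tested compounds plus 3 SD, cut at about 0.9% in these data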;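 further: 0% = DMSO-only wells and 100% = 3 µM delta7-dafachronic acid wells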
sPLA2-III inh – Inhibits HGIII-sPLA2 liposome hydrolysis, primary screen; Q9NZ20; inhibition, % at 12.2 µM; 0.56% of 370,000 active; AID 743126; QFRET BODIPY PC-A2 liposome hydrolysis, fluorescence;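 active means inhibition above mean plus 3 SD of compounds lying within the high and low control bounds, cut at about 19% in these data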;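 further: 0% = median of test compound wells and 100% = no enzyme DMSO wells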
ADAM10 inh – inhibitors of human ADAM10; O14672; recombinant ADAM10, EDANS/DABCYL FRET peptide cleavage, 3 h; inhibition, % at 7 µM; 0.62% of 370,000 active; AID 720582;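 active means inhibition above a per-campaign cutoff equal to the mean of compounds falling between control-based bounds plus 3 SD, cut at about 20% in these data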;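 further: 0% = DMSO wells while the 100% control is not disclosed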
ADAM17 inh – ADAM17 inhibition, QFRET primary screen; recombinant ADAM17, EDANS/DABCYL FRET peptide cleavage; P78536; inhibition, % at 6.95 µM; 0.83% of 370,000 active;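 active means inhibition above the mean of compounds lying between control limits plus 3 SD, set per campaign, cut at about 8.5% in these data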;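 further: 0% = DMSO-only wells as the low control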
hcDAF-12 act – activators of H. contortus DAF-12 nuclear receptor. HEK293 hcDAF-12 lit1-tk-luc reporter, luminescence; 0% DMSO, 100% Δ7-dafachronic acid. activation, % at 6.8 µM. 1.4% of 370,000 active. AID 652067;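 active means activation above the mean of all tested compounds plus 3 SD, cut at about 5.5% in these data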;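 further: 100% = response to 3 µM Δ7-dafachronic acid high control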
DAX1 inh-1 – inhibitors of human orphan nuclear receptor DAX1 (NR0B1); HEK293 Gal4-DAX1 luciferase reporter, luminescence; 0.99% of 340,000 active; AID 504766; P51843; inhibition, % at 6.75 µM;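 active means inhibition above the mean over all tested compounds plus 3 SD, cut at about 4.2% in these data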;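 further: 0% = DAX1-transfected cells with DMSO and 100% = empty-vector control cells with DMSO; inhibition shows as a rise in luminescence from relieved DAX1 repression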
DAX1 inh-2 – DAX1 (NR0B1) inhibition, primary screen | HEK293T StAR-luciferase reporter, SF-1/DAX-1 repression relief | inhibition, % at 6.8 µM | 1.1% of 370,000 active | AID 652010;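 active means inhibition above the mean over all tested compounds plus 3 SD, cut at about 3.6% in these data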;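 further: 0% = DAX-1 cells with DMSO and 100% = cells lacking DAX-1 with DMSO; higher inhibition means more luminescence from relief of DAX-1 repression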
Active calls of the source: *; i = inactive; . = not tested or not shown.

SMILES	FXN GAA850 act	PLC-gamma1 inh	PLCb3 inh	hgDAF12 agonist	ssDAF12 agonist	sPLA2-III inh	ADAM10 inh	ADAM17 inh	hcDAF-12 act	DAX1 inh-1	DAX1 inh-2
Cc1cccc(NC(=O)CN2C(=O)C3CC=CCC3C2=O)c1C (stereo unspecified)	0.5	3.7	-5.6	-0.5	-0.9	7.2	-21.4	0.3	-1.0	0.2	-0.7
Cc1ccc(C)c(NS(=O)(=O)c2c(C)[nH]c(C)c2C(=O)N2CCCCC2)c1	0.3	0.7	-0.7	-0.1	-1.2	0.5	-1.1	1.2	0.7	0.3	1.4
CCSc1nc2c(c(=O)[nH]c(=O)n2C)n1CC(O)COc1ccccc1C (stereo unspecified)	0.4	-1.1	2.4	-2.7	-1.6	-2.9	-7.9	-3.7	-2.7	-1.0	-0.9
N#C/C(=C\c1ccc(N2CCOCC2)o1)C(=O)Nc1ccc(O)cc1	5.8	-5.7	-4.5	2.3	-1.0	-31.9	8.1	5.6	0.0	.	-0.1
O=C(NNc1c2ccccc2nc2ccccc12)c1ccccc1O	4.7	-19.2	-18.3	2.3	-0.9	9.0	-115.0	-41.0	0.8	0.0	-0.9
COc1ccc(OCc2nnc(SCC(=O)N3CCCC3)o2)cc1	-0.6	-1.3	-6.1	0.1	-1.4	0.9	4.5	-2.0	1.1	1.6	0.0
CCC(C)[C@H](NC(=O)OC(C)(C)C)C(=O)N[C@@H](Cc1ccccc1)C(=O)OC (stereo partly specified)	.	1.5	2.4	-4.3	-0.6	6.2	-4.4	-0.8	-0.9	.	-0.3
Cc1ccc(OCCNc2ccc(S(=O)(=O)N3CCCC3)cn2)cc1	0.1	2.2	-8.0	0.0	-1.6	-4.4	-0.2	-2.2	-0.2	-1.4	-1.2
COc1ccc2sc(/C=C/c3ccccc3O)[n+](C)c2c1	1.8	-12.0	-12.0	0.6	0.4	-26.4	-2.6	1.1	3.1	.	-0.6
Cc1nn(-c2ncccn2)c2c1C(=O)CC(C)(C)C2Br (stereo unspecified)	2.1	0.5	1.1	-1.9	-1.0	3.3	-8.6	-4.0	-1.5	-0.8	-1.5
CCCN1CCN(C(=O)CCS(=O)(=O)c2cc3c(cc2Cl)NC(=O)CO3)CC1	0.8	4.3	2.7	-3.3	-1.3	-0.3	0.8	-0.1	0.3	2.2	0.9
COC(=O)CN(c1ccc(OC)c(OC)c1)S(C)(=O)=O	0.7	-1.3	2.5	1.6	-1.1	15.7	-0.8	-7.6	0.2	0.0	-0.5
Cc1cc(C)n(/C(=C\N(C)C)C(=O)c2cccc([N+](=O)[O-])c2)n1	-0.6	-0.3	-2.6	-0.6	-1.4	-8.5	1.8	0.2	-0.5	-0.7	0.1
CCCOc1ccc(N2C(=O)CC(N3CCN(CCN=CC4=C(O)CC(C)(C)CC4=O)CC3)C2=O)cc1 (stereo unspecified)	2.1	-1.9	-6.8	-1.8	-1.3	1.8	-5.4	-3.3	-1.6	0.3	0.7
Cc1ccc(C(=O)N/C(=C\c2cccs2)c2nc3ccccc3[nH]2)cc1	0.1	-24.0	-31.9	-0.6	-0.2	-8.3	-47.3	-12.0	-0.8	0.1	-0.5
COc1ccc2c(c1)CCc1c-2n[nH]c1C(=O)O	-0.6	-1.6	-4.2	2.5	-0.7	-1.2	-0.8	-4.7	0.0	-0.4	0.1
Cc1snc(S(=O)(=O)Cc2ccccc2Cl)c1C#N	-1.8	-2.6	-0.5	0.9	-1.3	5.0	-5.0	-5.6	-0.2	0.4	0.1
CN1CCCN(Cc2ccccc2C(F)(F)F)CC1	-1.4	1.7	0.2	-3.0	-1.0	-0.8	-1.0	-4.3	-1.3	0.7	-0.3
CCCN1CCn2c3c(c4cc(Br)ccc42)CCCC31 (stereo unspecified)	4.9	-11.0	-21.6	0.3	-0.8	-10.5	1.3	0.2	1.2	1.4	0.3
O=C(N/N=C/c1cccnc1)c1cccc(Cl)c1	0.3	0.3	-4.9	7.1	-1.1	0.3	2.9	-4.4	1.1	4.2	-0.5
C/C(=N/NC(=O)CNC(=O)c1cccnc1)c1ccc(Cl)c(Cl)c1	-1.3	0.4	-6.9	3.1	-0.8	2.9	-2.1	-7.0	-3.1	1.0	-0.4
CSc1nsc(SC)c1NC(=O)Nc1ccccc1C	-0.3	-2.1	-1.0	-0.1	-0.8	2.7	-0.9	-1.5	-0.1	-0.1	0.2
COc1ccccc1Nc1nc2ccc(C)cc2cc1C#N	4.6	-3.1	-1.0	0.5	-1.3	-2.4	-13.3	-3.2	0.8	0.8	0.5
CCOC(=O)N1CCN(C(=O)C2CCCN(c3ncnc4c3sc3cccc(F)c34)C2)CC1 (stereo unspecified)	0.4	-5.6	-6.0	3.3	-0.2	5.6	-2.2	-5.3	2.2	-0.4	-0.2
O=C(NCC1COc2ccccc2O1)Nc1ccccc1F (stereo unspecified)	-1.5	4.3	2.9	-1.2	-1.4	-5.4	0.5	-0.6	-3.0	-0.6	-0.4
Further structures.
SMILES	FXN GAA850 act	PLC-gamma1 inh	PLCb3 inh	hgDAF12 agonist	ssDAF12 agonist	sPLA2-III inh	ADAM10 inh	ADAM17 inh	hcDAF-12 act	DAX1 inh-1	DAX1 inh-2
CN(C(=O)c1ccccc1NC(=O)C(F)(F)F)c1ccccc1	0.7	-0.6	1.8	0.4	-1.2	9.1	8.3	-2.6	0.2	0.7	0.8
O=C(CCCCCN1C(=O)C2C3C=CC(C3)C2C1=O)Nc1ccccn1 (stereo unspecified)	.	1.5	-1.5	2.0	-1.9	-2.5	2.1	2.6	2.0	.	-0.2
COC(=O)[C@]12CCCCC=C1N(Cc1ccc(OC)cc1)C(=O)[C@@H]2CC(=O)N1CCC(c2ccccc2)CC1	.	6.4	4.9	2.2	-1.0	-2.7	9.5	0.5	-3.4	.	-1.2
Cn1cccc1Cc1nnc(SCC(=O)N2CCOCC2)n1-c1ccc(F)cc1	-0.1	-2.4	-4.7	0.3	-0.6	2.2	-22.2	-2.9	-2.5	4.2*	-1.0
CCOC(=O)c1sc2nc(-c3cccnc3)ccc2c1N	7.0	-376.5	i	21.6*	-0.1	-2.7	-1.5	-5.9	4.9	1.4	3.2
Cc1nc(-c2ccccc2)sc1C(N)=O	-0.6	0.6	2.3	2.8	0.4	-0.3	4.4	-2.5	-0.8	-0.8	-0.8
CCc1c(C)c2cc(Cl)c(O)c(CN3CCCCC3)c2oc1=O	3.9	i	i	0.1	-1.1	3.2	i	i	0.0	-1.9	-0.3
O=c1c(C=NCc2ccccc2)c(NCc2ccccc2)nc2ccccn12	2.8	-20.4	-25.0	-0.8	-1.2	-7.4	-133.6	-27.6	0.2	4.5*	-0.6
CCOC(=O)C(C)Sc1nnc(-c2ccccc2O)n1Cc1ccccc1 (stereo unspecified)	-2.4	2.0	0.6	-2.2	-1.1	-10.6	-9.8	0.3	-1.3	0.1	0.1
O=C1CN(C(=O)c2ccccc2F)C(c2ccc(F)cc2)c2cc(Br)ccc2N1 (stereo unspecified)	-1.7	0.9	-7.2	-0.6	0.4	9.1	4.2	0.0	0.3	1.4	-0.3
O=C(Cc1ccccc1Cl)Nc1cccnc1	0.1	-1.3	4.0	0.2	-0.6	1.7	-7.2	2.6	0.8	-0.2	-0.1
CNc1snc(C)c1C(=O)OCC(=O)c1ccc(Cl)cc1	-0.2	4.6	-6.2	1.1	-1.8	-8.8	-9.8	2.2	-3.4	-1.3	-3.0
Cc1c(C(=O)NCc2ccc3c(c2)OCCO3)sc(=O)n1Cc1ccccc1F	-0.2	3.0	0.0	-3.7	-1.0	-2.4	1.9	4.8	-1.2	.	-1.1
COc1ccc(-n2ncc3c2CC(C)(C)CC3NC(=O)CCN2CCCC2=O)cc1 (stereo unspecified)	3.2	0.9	-4.4	-1.1	-0.8	5.6	-10.4	3.5	-2.6	-0.7	-0.3
O=C(COC(=O)c1ccccc1)NC1CCCC1	0.6	-0.3	-0.3	0.5	-0.8	2.9	7.9	1.5	-0.9	1.5	0.4
CCC1=NN2C(=N)/C(=C\c3cccn3-c3ccc(Br)cc3)C(=O)N=C2S1	1.9	0.6	0.4	1.0	-0.9	0.0	1.3	-1.4	-0.3	4.7*	0.1
Clc1ccc(OCCn2ccnc2)c(Cl)c1	1.3	-2.4	2.1	0.7	-2.1	-14.0	1.1	-1.1	-1.5	8.9*	-0.1
COCCN(Cc1cn(C)nc1-c1ccc(Oc2ccccc2)cc1)C(C)C	-0.7	0.2	-4.3	1.2	-0.8	-6.3	0.5	0.1	-2.2	0.2	0.0
O=C(CC1CCS(=O)(=O)C1)NC1CCCCC1 (stereo unspecified)	-0.2	3.6	2.5	-1.1	-0.5	4.7	0.5	-0.8	-0.9	-0.8	0.5
Cc1cc2cc(CNC(=O)c3ccc4c(c3)OCO4)ccc2[nH]1	0.1	0.3	0.5	-0.2	-1.0	-12.3	5.0	-0.8	3.9	2.1	0.6
COc1ccc(NS(=O)(=O)c2ccc(NC(=O)CCNS(=O)(=O)c3ccc(C)cc3)cc2)cc1	-0.5	2.0	-0.5	-0.6	-0.2	-74.3	10.9	2.4	0.9	2.3	0.0
O=c1cc(CN2CCN(CCO)CC2)c2cc3c(cc2o1)CCC3	0.9	-7.1	-10.1	-0.3	-1.5	2.0	-19.3	-7.6	-1.5	-0.1	0.4
CCOc1ccc(NS(=O)(=O)c2cc(C(=O)N3CCCC3)ccc2Cl)cc1	0.0	1.9	0.6	0.7	-1.2	9.3	-1.6	3.8	-0.9	0.9	1.4
O=c1[nH]nc(N2CCOCC2)c(=O)[nH]1	-0.8	-0.5	-6.5	2.3	-1.3	2.9	1.2	-1.2	-0.5	2.3	0.1
CCC(NC(=O)c1ccc2c(c1)c(C)c(C)n2Cc1ccc(Cl)cc1)c1ccccc1 (stereo unspecified)	.	-20.0	-11.6	3.0	-0.5	3.3	-2.0	-6.5	0.8	.	-2.9
COc1ccc(CN2CCn3ncc(C(=O)Nc4cccc(C)c4)c3C2=O)cc1	2.2	0.7	4.0	-1.0	-1.5	-14.5	7.8	1.2	0.0	-1.5	-1.4
COC(=O)NC(Nc1sc2c(c1C(N)=O)CCCC2)(C(=O)OC)C(F)(F)F (stereo unspecified)	-0.1	-3.5	-9.1	0.2	-0.9	3.1	-16.6	-2.9	-0.4	1.6	0.0
CS(=O)(=O)N1CCN(CC(=O)NC2CCCC2)CC1	0.1	4.2	-2.2	0.6	-0.9	8.5	13.4	-3.6	-0.5	1.3	-0.2

Results in PLCb3 inh, FXN GAA850 act and ssDAF12 agonist, for 2 of the compounds above:
Molecule	PLCb3 inh	FXN GAA850 act	ssDAF12 agonist
CCOC(=O)c1sc2nc(-c3cccnc3)ccc2c1N	i	7.0	-0.1
Cc1nc(-c2ccccc2)sc1C(N)=O	2.3	-0.6	0.4

3 of the entries above in order of the ADAM17 inh value, lowest first:
Molecule	ADAM17 inh
CS(=O)(=O)N1CCN(CC(=O)NC2CCCC2)CC1	-3.6
CCCOc1ccc(N2C(=O)CC(N3CCN(CCN=CC4=C(O)CC(C)(C)CC4=O)CC3)C2=O)cc1 (stereo unspecified)	-3.3
Cc1ccc(OCCNc2ccc(S(=O)(=O)N3CCCC3)cn2)cc1	-2.2
